# aSyn rescue – alpha-synuclein toxicity inhibition in yeast. Yeast expressing alpha-synuclein, growth rescue, BacTiter-Glo, 24 h. Potency, µM (top dose mostly 46.1 µM), without a hit: top-dose growth rescue (activation), actives largely listed as activators. 0.14% of 370,000 active; further: potency means the concentration at half of the fitted maximal effect; % of control where 0% means no effect; nearly all actives have a fitted effect of over 65% in size
#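 Screening used galactose-induced yeast with toxic alpha-synuclein levels, exposed to compound for 24 hr at 30 deg C. Cell growth, read with BacTiter-Glo luminescence, gave the measured signal.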
# EPAC2 antag – blocks human EPAC2 exchange factor. EPAC2 GEF exchange of Rap1B-BODIPY-GDP, fluorescence. 0.18% of 360,000 active. Q8WZA2. Potency, µM (doses to about 114 µM), for the others: at the highest dose activity, negative = inhibition, hits mostly inhibitors; further: potency means the concentration at half of the fitted maximal effect; on the % scale 0 is the no-effect control and ±100 the full control effect; nearly all actives have a fitted effect of over 45% in size; many of its hits are not listed in these tables
# FUS yeast rescue – rescues growth of FUS-expressing yeast. S. cerevisiae FUS-expressing, growth rescue, OD600, 24 h. Potency, µM (doses to about 76.6 µM), without a hit: top-dose growth rescue (activation), hits mostly activators. 0.24% of 390,000 active. AID 1347120;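 further: potency means the concentration at half of the fitted maximal effect; plate controls were DMSO vehicle for no effect and reference control for full effect; nearly all actives have a fitted effect of over 55% in size; some results filed as inactive show a strong effect at the top dose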
#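 Absorbance at 600 nm, taken 24hr after compound addition, measured rescue of FUS-yeast growth at 30C. Induction used 2% galactose with seeding at OD 0.005. Controls: CP55940 from 92uM final, DMSO only.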
# D3 ag – activates the human D3 dopamine receptor | P35462 | D3R DiscoveRx beta-arrestin cells, luminescence, 90 min | max activation, % | 0.58% of 410,000 active; in the data active means max activation above about 30%; further: 0% is about no effect; mostly tested at two doses, the higher about 12 µM
# Target sequence (P35462 whole entry, looked up): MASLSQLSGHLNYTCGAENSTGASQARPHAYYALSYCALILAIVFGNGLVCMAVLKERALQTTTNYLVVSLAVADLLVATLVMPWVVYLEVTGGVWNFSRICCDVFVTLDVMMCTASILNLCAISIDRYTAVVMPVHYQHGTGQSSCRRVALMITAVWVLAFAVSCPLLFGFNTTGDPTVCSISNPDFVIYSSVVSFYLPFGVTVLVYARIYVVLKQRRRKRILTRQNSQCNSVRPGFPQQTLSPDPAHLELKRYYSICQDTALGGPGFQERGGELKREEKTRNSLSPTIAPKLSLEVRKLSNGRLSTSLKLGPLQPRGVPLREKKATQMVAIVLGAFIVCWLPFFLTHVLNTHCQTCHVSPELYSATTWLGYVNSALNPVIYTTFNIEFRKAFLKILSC
#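 Cells at 1500/well, incubated overnight, then treated with pinned compounds (dopamine as control) for 90 min at 37 degrees C. DiscoveRx reagent added for 30 - 60 minutes at room temperature; luminescence read.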
# TDP43 rescue – inhibitors of TDP-43 toxicity in yeast; TDP-43 expressing yeast growth rescue, BacTiter-Glo, 24 h; Potency, µM (highest dose often 46.1 µM), without a hit: top-dose growth rescue (activation), hits mostly activators; 1.8% of 410,000 active; further: potency means the concentration at half of the fitted maximal effect; % of control where 0% means no effect; nearly all actives have a fitted effect of over 50% in size
#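 Cell-based yeast growth screen: TDP-43 expression induced in galactose, inoculum OD600=0.02 after raffinose pregrowth to mid-log. Read-out BacTiter-Glo luminescence at 24 hr, 30 deg C; inhibition of toxicity seen as signal increase.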
# Abeta yeast res – compounds reversing amyloid beta toxicity in yeast; 0.063% of 410,000 active; Potency, µM (top dose mostly 46.1 µM), inactives show at the top dose growth rescue, actives largely listed as activators; yeast expressing A-beta42, growth rescue, OD600, 48 h; response scale: 0% DMSO, 100% iron-clioquinol control; AID 1347071; further: potency means the concentration at half of the fitted maximal effect; nearly all actives have a fitted effect of over 55% in size
#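 Growth rescue measured by 600 nm absorbance after 48 h yeast culture at 30 C with compound. Values normalized between DMSO and an equimolar ferric chloride plus clioquinol control.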
# D3 antag – blocks the human D3 dopamine receptor; 2.5% of 360,000 active; AID 652054; D3R cells, DiscoveRx beta-arrestin luminescence, antagonist mode; hits give low values; max response, negative = inhibition, %; in the data active means max response below about -50%; inconclusive means no clear call, values can overlap the other calls; further: on the % scale 0 is the no-effect control and ±100 the full control effect; mostly tested at two doses, the higher about 12 µM
#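 Cells expressing the human receptor were seeded at 1500 cells/well, incubated overnight at 37 degrees C in 5% CO2, then exposed to library compounds with dopamine controls for 90 minutes at 37 degrees C before luminescent detection.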
# EPAC2 ag – agonists of human EPAC2 (RAPGEF4); Potency, µM (top dose mostly 154 µM), for the others: at the highest dose activation, usual class: activators; EPAC2 activation, biochemical qHTS; response scale: 100% = 6.5 mM cAMP response; Q8WZA2; 0.079% of 360,000 active; further: potency means the concentration at half of the fitted maximal effect; nearly all actives have a fitted effect of over 50% in size
#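 qHTS, titration series. 100 nM EPAC2 / 250 nM Rap1B-BODIPY-GDP / 50 uM GDP; RT; ex 480/em 540 nm, 5-min reads to 30 min. Norm. to 6.5 mM cAMP = activation.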
# Starred values were filed as active, the others as inactive; ? = inconclusive; nt = not tested or not shown; [ ] = dose if it differs, or a comment. Unless noted, the call rests on the fitted dose curve; in most records, active means well fitted curve in the direction sought with a large enough effect; inconclusive means small, poorly fitted or top-dose-only effect, or another doubt; inactive means no such curve, though single readings can be large; an effect the other way counts as inactive or inconclusive. Only part of the results is shown. The share of hits here may be higher or lower than overall.
# Second line of a record: aSyn rescue	EPAC2 antag	FUS yeast rescue	D3 ag	TDP43 rescue	Abeta yeast res	D3 antag	EPAC2 ag
1: CCC1CN(C(=O)N2CCC(C(=O)NCCc3ccc(Cl)cc3)CC2)c2ccccc2O1 (stereo unspecified)
  nt	nt	19%	5	?	?	nt	nt
2: NS(=O)(=O)c1ccc2nc(NC(=O)Nc3ccccc3F)sc2c1
  -19%	19%	32%	-4	-3%	-7%	-16	10%
3: COc1cc2c(=O)c(S(=O)(=O)c3ccc(C)cc3)cn(Cc3cccc(C)c3)c2cc1OC
  nt	nt	?	-3	-15%	-3%	nt	nt
4: COc1ccccc1C(CNc1ncnc2sc(C)c(C)c12)N(C)C (stereo unspecified)
  12%	3%	18%	-12	-22%	-3%	-5	2%
5: CC(C)Cc1nnc(NC(=O)c2cccc(S(=O)(=O)N3CCOCC3)c2)s1
  -4%	3%	1%	2	3%	9%	2	11%
6: COc1ccc(-c2noc(-c3ccoc3C)n2)cc1
  -11%	-20%	-1%	-2	-2%	-41%[inhibitor]	-6	8%
7: O=c1[nH]ncc(N/N=C/c2ccccc2)c1Cl
  -13%	-9%	5%	8	-16%	-15%	-17	-1%
8: CC(=O)Nc1ccc(S(=O)(=O)NCCC(=O)NNC(=O)c2ccncc2)cc1
  0%	-5%	-7%	0	-4%	0%	4	1%
9: Cc1csc(NC(=O)Cc2ccccc2[N+](=O)[O-])n1
  -8%	7%	nt	2	14%	9%	-23	10%
10: c1ccc(CSc2ccc3nnc(-c4ccccn4)n3n2)cc1
  0%	4%	12%	1	23%	-1%	0	0%
11: Cc1ccccc1NC(=S)NC(NC(=O)N(C)C)C(Cl)(Cl)Cl (stereo unspecified)
  4%	-1%	-8%	-2	-18%	-4%	16	9%
12: COc1ccc(C2CC(=O)c3cc(-c4nc(-c5cccc(Cl)c5)cs4)c(=O)[nH]c3C2)cc1 (stereo unspecified)
  nt	nt	-4%	4	12%	13%	nt	nt
13: O=C(NCc1ccc(F)c(F)c1)c1ccc(-c2ccc(F)c(F)c2)c2ccoc12
  -2%	18%	13%	-3	4%	-16%	0	17%
14: CCc1cc2c(cc3c(=O)n(CC(=O)NCCCN4CC(C)CC(C)C4)ncn32)s1 (stereo unspecified)
  -3%	10%	-14%	-9	18%	-12%	?	16%
15: O=C(COC(=O)c1cc(=O)[nH]c(=O)[nH]1)Nc1ccccc1F
  -1%	5%	-18%	2	19%	5%	20	6%
16: Cc1nnc(NC(=O)C2CCCN2S(=O)(=O)c2ccc(Cl)cc2)s1 (stereo unspecified)
  1%	-6%	21%	6	nt	-12%	22	4%
17: O=C(Nc1ccc2nc3n(c(=O)c2c1)CCCCC3)C(=O)N1CCN(c2ccccc2F)CC1
  7%	0%	-28%	-1	2%	3%	-5	-15%
18: O=S(=O)(/C=C/c1ccccc1)N1CCN(Cc2ccccc2)CC1
  13%	0%	4%	-9	19%	-6%	-19	12%
19: COc1ccc(NC(=O)Nc2ccc(N3CCCC3=O)cc2)cc1OC
  0%	5%	2%	7	-17%	12%	-23	5%
20: COc1ccc(S(=O)(=O)N(C)C[C@H]2Oc3ccc(NS(=O)(=O)c4ccccc4)cc3CC(=O)N([C@H](C)CO)C[C@@H]2C)cc1
  3%	-13%	?	14	15%	4%	22	-5%
21: C=C1N(c2cccc(Cl)c2)C(=O)OC1(C)C
  -1%	-3%	11%	5	-9%[9.22 µM]	7%	10	8%
22: CCCc1nc(SCc2ccc(OCC)cc2)n[nH]1
  2%	0%	12%	4	14%	-1%	0	-2%
23: CS(=O)(=O)N(CC(=O)N1CCc2ccccc2C1)c1ccc2c(c1)OCO2
  5%	-2%	-15%	1	11%	19%	3	2%
24: COCCCn1nnnc1SCC(=O)Nc1nc2ccccc2s1
  0%	2%	15%	-5	-12%	-5%	-5	8%
25: S=c1[nH]ccc2ccccc12
  -1%	2%	nt	-4	?	2%	-10	2%
26: CCCC(=O)NCCc1nc2ccccc2n1C
  5%	9%	12%	-1	3%	9%	6	-1%
27: Cc1nnc(SCC(=O)Nc2ccc(Br)cn2)[nH]c1=O
  -7%	14%	-21%	3	-14%	-6%	0	-11%
28: N#Cc1nc(-c2ccc(OCc3ccccc3)cc2)oc1NCCCN1CCOCC1
  13%	-7%	27%	4	-39%[inhibitor]	-16%	-18	-1%
29: Cc1ccc(CS(=O)(=O)c2cn(CC(=O)Nc3ccon3)c3ccccc23)cc1
  0%	1%	4%	4	-13%	-2%	13	4%
30: COc1cc(C2NC(=O)NC(C)=C2C(=O)OC2CCCC(C)C2)ccc1O (stereo unspecified)
  2%	-8%	?	2	-1%	3%	10	8%
31: O=C(NCc1ccc(OC(F)(F)F)cc1)C1CC2Cn3c(nc4ccccc43)C2N1c1ccccc1 (stereo unspecified)
  -8%	-27%	26%	-2	0%	-5%	-18	-2%
32: CCOC(=O)c1cc(-c2ccc(F)cc2)n(CCC(=O)Nc2ccccc2OC)c1C
  nt	nt	?	-2	31%	6%	nt	nt
33: O=C(CC(Nc1ccccc1)c1ccccc1)C1CC1 (stereo unspecified)
  7%	15%	-18%	-9	29%	14%	10	1%
34: CC12CCC(C(=NO)C1=NO)C2(C)C (stereo unspecified)
  -11%	8%	-17%	9	-8%	6%	12	4%
35: CCOC(=O)CNC(=O)Cn1nc(N2CCN(c3ccccc3)CC2)ccc1=O
  nt	nt	-19%	5	7%	-3%	nt	nt
36: COc1cc(CC(=O)Nc2cc(S(C)(=O)=O)ccc2Cl)cc(OC)c1OC
  -7%	8%	18%	1	-20%[0.397 µM]	-6%	-24	8%
37: Fc1ccccc1-c1nc(NCC2CC2)nc2ccsc12
  8%	-18%	-3%	2	22µM*	8%	-3	6%
38: Cc1cc(OCC(=O)Nc2ccccc2N2CCCC2)ccc1C(C)C
  -6%	-4%	12%	6	20%	?	16	3%
39: CCOC(=O)[C@]12CCCC=C1N(Cc1ccccc1)C(=O)[C@H](CC(=O)N1CCN(C(=O)C3CC3)CC1)C2
  -1%	4%	37%	-2	3%	-14%	7	10%
40: COc1ccc(C(=O)NC(=S)N2CCOCC2)cc1[N+](=O)[O-]
  -8%	-7%	2%	0	13%	8%	-1	-2%
41: O=C(Nc1ccc(Cl)cc1)Nc1cccnc1
  1%	-3%	-8%	-3	-13%	-12%	-14	2%
42: COc1ccc(N2CCN(C(CNC(=O)CC(C)(C)C)c3ccc4c(c3)OCO4)CC2)cc1 (stereo unspecified)
  4%	-5%	16%	-11	-14%	7%	-16	3%
43: O=C(NC1CC2CCC(C1)N2Cc1nnnn1Cc1ccco1)NC12CC3CC(CC(C3)C1)C2 (stereo unspecified)
  -8%	21%	9%	0	-15%	-7%	-7	7%
44: Cc1nc(N2CCCC2)c2ccsc2n1
  -6%	-4%	-11%	-5	3%	13%	-2	1%
45: CC(C)c1ccc(CN(Cc2ccco2)c2cnc(S(C)(=O)=O)nc2C(=O)Nc2ccccc2)cc1
  nt	nt	8%	2	10%	1%	nt	nt
46: O=C1NC(=O)/C(=C\c2ccc(N3CCOCC3)o2)N1
  -6%	-2%	10%	-2	-3%[9.22 µM]	7%	-6	5%
47: Cc1ccc(Oc2cc([N+](=O)[O-])cc3c2C(=O)Nc2ccccc2O3)cc1
  4%	1%	2%	49*	10%	20%	-12	-1%
48: O=C(Nc1cc(Cl)ccc1O)c1cc(-c2ccco2)on1
  2%	-1%	8%	1	12%	-4%	-12	3%
49: Cc1cccc(C)c1NC(=O)CN(C)C(=O)c1ccc2c(=O)n3c(nc2c1)CCC3
  1%	13%	-10%	-1	-10%	-15%	-22	12%
50: Cc1ccc(C(=O)N/C(=C\c2cccs2)C(=O)NCCc2c[nH]c3ccccc23)cc1
  6%	7%	nt	-8	-7%	-3%	26	6%
51: COc1cc(/C=N\NC(=O)c2ccc(C)nc2)ccc1OC(=O)c1ccc2c(c1)OCO2
  -4%	0%[57.1 µM]	1%	0	-1%	-5%	25	4%
52: O=C(COC(=O)Cc1c(Cl)cccc1Cl)Nc1ccc2[nH]c(=O)[nH]c2c1
  -1%	-4%	18%	-1	9%	12%	1	4%
53: S=c1[nH]nc(-c2ccncc2)n1/N=C/C(Cl)=C\c1ccccc1
  13%	-6%[57.1 µM]	11%	3	26%	-6%	-2	-4%
54: COC(=O)c1sc(-c2ccc(Cl)cc2)cc1N
  2%	-2%	5%	1	?	11%	16	-13%

# As a short view, some entries already given:
# Second line of a record: aSyn rescue	EPAC2 antag	FUS yeast rescue	D3 ag	TDP43 rescue	Abeta yeast res	D3 antag	EPAC2 ag
44: Cc1nc(N2CCCC2)c2ccsc2n1
  -6%	-4%	-11%	-5	3%	13%	-2	1%
45: CC(C)c1ccc(CN(Cc2ccco2)c2cnc(S(C)(=O)=O)nc2C(=O)Nc2ccccc2)cc1
  nt	nt	8%	2	10%	1%	nt	nt
46: O=C1NC(=O)/C(=C\c2ccc(N3CCOCC3)o2)N1
  -6%	-2%	10%	-2	-3%[9.22 µM]	7%	-6	5%
47: Cc1ccc(Oc2cc([N+](=O)[O-])cc3c2C(=O)Nc2ccccc2O3)cc1
  4%	1%	2%	49*	10%	20%	-12	-1%
48: O=C(Nc1cc(Cl)ccc1O)c1cc(-c2ccco2)on1
  2%	-1%	8%	1	12%	-4%	-12	3%
49: Cc1cccc(C)c1NC(=O)CN(C)C(=O)c1ccc2c(=O)n3c(nc2c1)CCC3
  1%	13%	-10%	-1	-10%	-15%	-22	12%
50: Cc1ccc(C(=O)N/C(=C\c2cccs2)C(=O)NCCc2c[nH]c3ccccc23)cc1
  6%	7%	nt	-8	-7%	-3%	26	6%
51: COc1cc(/C=N\NC(=O)c2ccc(C)nc2)ccc1OC(=O)c1ccc2c(c1)OCO2
  -4%	0%[57.1 µM]	1%	0	-1%	-5%	25	4%
52: O=C(COC(=O)Cc1c(Cl)cccc1Cl)Nc1ccc2[nH]c(=O)[nH]c2c1
  -1%	-4%	18%	-1	9%	12%	1	4%
53: S=c1[nH]nc(-c2ccncc2)n1/N=C/C(Cl)=C\c1ccccc1
  13%	-6%[57.1 µM]	11%	3	26%	-6%	-2	-4%
54: COC(=O)c1sc(-c2ccc(Cl)cc2)cc1N
  2%	-2%	5%	1	?	11%	16	-13%

# Compound activity as filed in PubChem.
